# From PubChem
# HTR5A inv ctr = inverse agonist of human HTR5A in OPRM1-OPRD1 counter-screen; P47898; 340,000 tested, 0.083% active; inhibition, % at 9.3 µM; HTR5A cell line, luminescence, inverse agonism; AID 504634; in the data active means inhibition mostly above about 23%, no sharp cut-off; inactive means mostly below about 18%;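 further: 0% = cells with DMSO and 100% = no-cell wells with DMSO; some compounds called inactive have numbers as strong as hits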
# HTR5A ag ctr = counter-screen for OPRM1-OPRD1 agonists: human HTR5A agonism; 340,000 tested, 0.61% active; HTR5A agonist assay, luminescence, cell-based; activation, % at 9.3 µM; P47898; AID 504692; in the data active means activation mostly above about 9.5%, no sharp cut-off; inactive means mostly below about 7.6%;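 further: 0% = cells with vehicle only and 100% = reference agonist; strong numbers were not always called active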
# PKA-R2B activ = PKA-R2B complex activation. activation, % at 11.4 µM. PKA-R2B holoenzyme dissociation, Cy5-IP20 fluorescence polarization; R2B truncated from residue 108, S112A mutant; 0% DMSO only, 100% 113 µM cGMP. 340,000 tested, 0.079% active. P22694+P31323. AID 504700;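 active means activation above a cutoff set at the mean over all compounds plus 3 SD, cut at about 18% in these data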;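 further: higher means more holoenzyme dissociation and a rise in polarization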
# Arr AP2 block = human beta-arrestin and AP2 interaction inhibition. inhibition, % at 10 µM. 340,000 tested, 0.31% active. FITC-arrestin peptide / GST-AP2 beads, flow cytometry; AP2 beta2 appendage carries R879A mutation;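 active means inhibition above a set limit, near 3 SD of compounds lacking own fluorescence, cut at about 54% in these data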;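 further: plate controls were DMSO wells for no effect and 5 µM unlabelled arrestin peptide for full effect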
#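 Material – AP2 appendage R879A on GSH beads · Buffer or medium – PBS with 0.05% Tween 20 and 0.1% BSA · Probe or stimulus – fluorescein-tagged arrestin peptide at 50 nM final · Incubation – compound with beads 12 min RT, then probe 1 h RT · Detection – high-throughput flow cytometry of beads, ex 488, em 535 nm · Evaluation – percent response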
# PKA-R1A activ = activators of PKA-R1A complex; 340,000 tested, 0.083% active; PKA-R1A dissociation, Cy5-IP20 fluorescence polarization; scaled: DMSO 0%, 113 µM cGMP 100%; activation, % at 11.4 µM;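 active means percent activation above the mean of all tested compounds plus 3 SD, cut at about 19% in these data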;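 further: higher means more PKAc released from R1A so a rise in polarization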
# MOR-DOR ag = OPRM1-OPRD1 heterodimerization agonism; activation, % at 9.3 µM; cells, luminescence; 340,000 tested, 0.3% active; AID 504326; in the data active means activation above about 18%;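 further: 0% = vehicle-treated cells and 100% = reference agonist; values of inactives mirror those of a sister screen read the other way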
# V-ATPase pH = alters yeast V-ATPase proton transport; S. cerevisiae, pHLuorin cytosolic pH fluorescence; response, % at 10 µM; 350,000 tested, 0.37% active; in the data active means response mostly above about 7.3%, no sharp cut-off; inactive means mostly below about 5.4%; further: actives read high; inactives centre near 0; some compounds called inactive have numbers as strong as hits; reference of the scale not given here
# OPRM1-OPRD1 inv = mu-delta opioid heterodimer inverse agonism. 340,000 tested, 0.21% active. cell-based MOR-DOR heterodimer luminescence. AID 504357. P35372+P41143. inhibition, % at 9.3 µM; in the data active means inhibition above about 22%, passing the limit was not always enough;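 further: 0% = cells with DMSO and 100% = wells without cells with DMSO; values of inactives mirror those of a sister screen read the other way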
# Pemphigus Ab inh = inhibitors of pemphigus antibody binding to human desmoglein-3. binding (percent of control), % at 10 µM. DSG3-coupled beads, scFv-anti-DSG3-GFP binding, flow cytometry; stronger effect = lower value. AID 588358. P32926. 310,000 tested, 0.48% active;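 active means binding more than 3 SD below its plate's average and above zero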;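 further: hits lower antibody fragment binding to DSG3; some compounds called inactive have numbers as strong as hits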
# Target sequence (P32926 whole entry, looked up, the tested form may be a part): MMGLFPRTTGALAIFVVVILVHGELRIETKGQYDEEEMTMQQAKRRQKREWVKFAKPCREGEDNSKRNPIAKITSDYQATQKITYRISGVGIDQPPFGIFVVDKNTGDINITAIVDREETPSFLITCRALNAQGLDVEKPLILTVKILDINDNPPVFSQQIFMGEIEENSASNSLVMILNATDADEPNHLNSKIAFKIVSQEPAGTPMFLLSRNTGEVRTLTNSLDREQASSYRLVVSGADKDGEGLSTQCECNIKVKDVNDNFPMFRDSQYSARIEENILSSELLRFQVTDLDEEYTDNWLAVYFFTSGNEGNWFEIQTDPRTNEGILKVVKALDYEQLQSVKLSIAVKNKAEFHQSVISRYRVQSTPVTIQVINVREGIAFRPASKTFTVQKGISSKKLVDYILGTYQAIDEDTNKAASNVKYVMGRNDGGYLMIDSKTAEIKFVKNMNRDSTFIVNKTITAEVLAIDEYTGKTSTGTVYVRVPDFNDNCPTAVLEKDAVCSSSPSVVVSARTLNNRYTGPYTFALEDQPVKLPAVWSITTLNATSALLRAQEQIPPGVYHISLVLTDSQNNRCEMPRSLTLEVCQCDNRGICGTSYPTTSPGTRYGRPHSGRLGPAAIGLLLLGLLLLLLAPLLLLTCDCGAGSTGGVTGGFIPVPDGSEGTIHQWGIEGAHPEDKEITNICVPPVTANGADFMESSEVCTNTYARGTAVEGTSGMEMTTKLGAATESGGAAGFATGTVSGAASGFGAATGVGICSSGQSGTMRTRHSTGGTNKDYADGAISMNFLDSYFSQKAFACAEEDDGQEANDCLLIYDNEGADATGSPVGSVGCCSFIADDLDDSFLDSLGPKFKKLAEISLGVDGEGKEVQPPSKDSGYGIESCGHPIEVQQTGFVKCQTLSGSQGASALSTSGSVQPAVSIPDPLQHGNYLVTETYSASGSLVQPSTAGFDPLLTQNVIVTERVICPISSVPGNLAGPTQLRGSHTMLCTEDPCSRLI
# DAGLB inh = diacylglycerol lipase beta (human) inhibition; Q8NCG7; inhibition, % at 5.17 µM; HEK293T DAGLB membrane lysate, EnzChek fluorogenic substrate; 340,000 tested, 0.059% active; in the data active means inhibition above about 34%;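 further: 0% = enzyme with vehicle and 100% = wells lacking enzyme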
# Numbers without * were called inactive; · = no result given.
SMILES,HTR5A inv ctr,HTR5A ag ctr,PKA-R2B activ,Arr AP2 block,PKA-R1A activ,MOR-DOR ag,V-ATPase pH,OPRM1-OPRD1 inv,Pemphigus Ab inh,DAGLB inh
COc1ccc(NC(=O)CN2C(=O)NC(C)(C3CC3)C2=O)cc1S(=O)(=O)N1CCOCC1 (configuration not stated),-11,5,1,-8,0,-0.4,10,2,98,-1
CCCN(CC(=O)Nc1ccccc1OC)C(=O)c1cc(-c2cccs2)nn1-c1ccccc1,1,-1,-4,2,-4,-1.3,-4,8,110,-4
Cc1cc(C)c(S(=O)(=O)c2ccccc2)c(OC(=O)c2c(F)cccc2F)n1,-9,4,6,4,-1,-1.1,0,7,88,3
O=C(c1cc(C2CC2)nn1-c1ccccc1)N1CCN(c2ncc(C(F)(F)F)cc2Cl)CC1,17,0,-8,-8,11,3.1,-3,-12,111,-13
CCC1CCCCN1C(=O)COC(=O)c1cc(=O)[nH]c2ccccc12 (configuration not stated),-9,3,1,-1,-9,-1.5,2,6,99,-1
Nn1nnc2ccccc21,10,-3,3,-3,-8,-1.6,-4,9,101,4
CCc1ccc(C2N3CC4([N+](=O)[O-])CN2CC([N+](=O)[O-])(C3)C4(C)C)cc1 (configuration not stated),-8,3,-3,-11,8,-2.5,0,13,110,-1
Cc1c(Cl)cccc1NC(=O)CNCc1ccccc1F,-2,5,-5,6,-12,-3.6,-3,18,98,-2
COc1cccc(NC(=O)CN(C)C(=O)c2ccc3[nH]c4c(c3c2)CC(C)CC4)c1 (configuration not stated),8,-2,12,0,3,-0.1,-5,1,112,1
CN1C(=O)/C(=C2\SC(=S)N(CCCCCC(=O)O)C2=O)c2ccccc21,-42,2,-3,4,-14,4.7,9,-24,45*,2
C/C(CC(=O)Nc1cccnc1)=N\NC(=O)C(C)Oc1ccc(Cl)cc1Cl (configuration not stated),-14,5,-2,5,9,-0.2,-5,1,115,-2
C=CCN(C(=O)C1CSC2(C)CCC(=O)N12)c1nc(-c2ccccc2)cs1 (configuration not stated),-7,3,9,-5,-9,-0.9,1,6,100,-5
Cc1cccc(C(=O)N2CCNC(=O)C2CC(=O)Nc2cccc(Cl)c2)c1 (configuration not stated),12,-5,-7,-6,0,-2.8,4,14,100,1
Clc1cccc(Cl)c1/C=C/c1nc2ccccc2[nH]1,-15,4,4,1,6,-0.4,-1,2,104,-5
CCNC(=S)N1CC(C)OC(C)C1 (configuration not stated),2,-1,-9,-16,3,-0.2,9,1,·,0
Cn1c(=O)c(C#N)c(-c2ccc(F)cc2)c2cc(C(=O)c3cc(Cl)cc(Cl)c3O)cnc21,-1,0,8,4,-7,-2.5,0,14,105,17
Cc1ccc(Cl)cc1Nc1nc(N2CCOCC2)nc(N2CCOCC2)n1,-12,3,-10,1,-7,2.3,4,-12,108,-6
CCOC(=O)/C(C#N)=C/c1ccc(OC)c(OC)c1,-3,0,-7,0,2,-1.8,-4,9,105,-1
COC(=O)[C@H](C(C)C)N(Cc1ccccc1)S(=O)(=O)CCN1CCN(c2ccccc2)CC1,0,0,-10,-2,-6,2.4,0,-11,109,-9
Cc1ccc(N(C(C)C(=O)NCc2ccncc2)S(C)(=O)=O)cc1C (configuration not stated),-17,-6,-12,5,-2,-0.8,-2,4,90,-3
Cn1cc(S(=O)(=O)c2ccccc2)c(=O)c2cc(Cl)ccc21,-12,2,-11,32,-7,-2.8,1,14,102,-1
Cc1ccc2c(c1)nnn2C1CCN(S(=O)(=O)c2ccc3ccccc3c2)CC1,-20,10,-14,1,0,0.3,0,-2,100,-7
CCN(c1ccccc1)S(=O)(=O)c1ccc(Cl)c(C(=O)NCC2CCCO2)c1 (configuration not stated),-29,3,3,31,-3,-1.4,0,8,104,-1
O=C(Nc1cccc(-c2cccc(F)c2)c1)C1CCN(C2CCC2)CC1,-7,2,-2,-4,2,6.1,-2,-31,110,0
Cc1ccc(NS(=O)(=O)c2cccc(C(=O)Nc3cccnc3)c2)c(C)c1,18,-5,-3,7,-1,0.5,-1,-3,118,2
O=C(c1ccc(NC2=NC3CS(=O)(=O)CC3S2)cc1)N1CCN(c2ccccc2)CC1 (configuration not stated),-36,-4,9,-18,-10,-1.3,1,7,98,0
Cc1ccc(S(=O)(=O)Nc2cccc(C(=O)NCC(c3ccco3)N3CCCC3)c2)cc1F (configuration not stated),3,-3,-13,4,-12,5.0,2,-27,137,2
CC(C)Cc1ccc(/C=C/C(=O)N2CCCCC2)cc1,3,-1,6,-18,-7,4.0,2,-19,·,-3
CCOC(=O)Nc1cc(OC)cc2ccc(C)nc12,·,·,-12,·,-3,·,-1,·,101,-6
COc1ccc([C@@H]2C[C@@H](c3ccccc3)Oc3cc(OC)cc(OC)c32)cc1,-27,10,1,2,0,0.2,0,-1,107,-18
O=C(CCN1C(=O)/C(=C/c2ccccc2F)SC1=S)Nc1cccnc1,-14,7,3,7,11,0.4,-3,-2,97,2
CCN(CC)S(=O)(=O)c1cccc(-c2n[nH]c(=S)n2/N=C/c2ccc(OC)cc2)c1,8,0,-15,4,5,-0.3,3,2,102,0
COC(=O)C1=CO[C@@H](O[C@@H]2O[C@H](CO)[C@@H](O)[C@H](O)[C@H]2O)[C@H]2[C@@H]1C(=O)C[C@@H]2C,-1,6,-6,1,-9,-2.8,0,16,107,-1
CC(C)[C@H](NC(=O)NCc1ccc(Cl)cc1)C(=O)O,12,-3,2,-3,7,-0.7,1,4,101,1
COc1ccc(NC(=O)CCN(c2ccc(OC)cc2)S(=O)(=O)c2ccc(C)c(C)c2)cc1,-6,3,-8,65*,12,0.3,0,-1,104,-9
COc1ccccc1Nc1ncnc2ccccc12,-8,3,3,11,-3,0.2,-3,-1,102,4

# Part of the list above, with two lines to a compound:
# Each structure is followed by: HTR5A inv ctr	HTR5A ag ctr	PKA-R2B activ	Arr AP2 block	PKA-R1A activ	MOR-DOR ag	V-ATPase pH	OPRM1-OPRD1 inv	Pemphigus Ab inh	DAGLB inh
O=C(c1ccc(NC2=NC3CS(=O)(=O)CC3S2)cc1)N1CCN(c2ccccc2)CC1 (configuration not stated)
  -36	-4	9	-18	-10	-1.3	1	7	98	0
Cc1ccc(S(=O)(=O)Nc2cccc(C(=O)NCC(c3ccco3)N3CCCC3)c2)cc1F (configuration not stated)
  3	-3	-13	4	-12	5.0	2	-27	137	2

# Following part
SMILES,HTR5A inv ctr,HTR5A ag ctr,PKA-R2B activ,Arr AP2 block,PKA-R1A activ,MOR-DOR ag,V-ATPase pH,OPRM1-OPRD1 inv,Pemphigus Ab inh,DAGLB inh
CCc1cc2ccc(C)c(C)c2nc1SCC(=O)NNC(=O)c1ccco1,-13,-2,4,0,3,2.2,1,-18,124,-1
CC1(C)CCC[C@@]2(C)CC=C(C(=O)O)[C@@H]3C[C@]312,-23,3,-4,-6,-4,-1.5,-1,8,·,0
CCOC(=O)c1ccc(NC(=O)CN2CCN(C(=O)C3CCCO3)CC2)cc1 (configuration not stated),-2,1,-4,1,-4,-1.4,2,8,121,-3
CCOC(=O)Cc1csc(NC(=O)CSc2nc(C)cc(C)n2)n1,2,-1,-10,43,-9,-0.6,2,3,·,0
Cc1ccn2c(CNCCCn3cccn3)c(C(=O)N3CCCCCC3)nc2c1,-6,2,-3,-12,-12,0.2,2,-1,99,1
CC1=C(C(=O)OC(C)C)C(c2ccsc2)NC(=O)N1C (configuration not stated),-3,4,-8,25,-2,-1.9,1,10,98,2
COc1ccc([N+](=O)[O-])cc1N(CC(O)CN(CC(C)C)CC(C)C)S(=O)(=O)c1ccc(C)cc1 (configuration not stated),3,-1,-2,18,-11,-2.1,-4,12,99,-6
Cc1ccc(S(=O)(=O)N(C)CC(=O)N2CCc3ccccc32)cc1,1,1,-8,20,-10,-2.0,-1,11,101,-5
O=C(CCCC(=O)c1ccccc1)NCCc1ccccc1F,-12,3,-2,-13,-6,-1.6,-2,7,111,-2
Nc1nonc1C(=O)NCCNC(=O)c1ccccc1F,-8,3,-4,10,-16,-4.7,0,20,·,-2
CN(C)C(=O)c1cc(C(=O)Cc2ccccc2)c[nH]1,-23,6,-11,9,0,-1.9,-1,9,101,1
CC(=O)Nc1ccc(NCc2ccc(-c3ccccc3)cc2)cc1,-13,4,3,13,-16,-2.0,0,10,133,2
Fc1ccc(-c2cc3nc4c(c(N5CCOCC5)n3n2)CCCC4)cc1,-27,10,-11,-1,-8,2.6,-1,-16,82,-4
Cc1ccccc1NC(=O)/C(=C/c1cccs1)NC(=O)c1ccco1,2,3,4,7,-10,3.3,-6,-21,93,2
COC(=O)c1cc(S(=O)(=O)NCc2ccc(Br)cc2)c[nH]1,-12,3,-18,19,-8,-1.2,-2,7,99,2
COC(=O)C1CCN(c2ccc([N+](=O)[O-])cc2)CC1,-1,0,-11,7,-2,-0.6,-1,3,104,-1
CC(C)Sc1nc2c(c(=O)[nH]c(=O)n2C)n1Cc1ccccc1,24,-5,5,13,-10,-0.8,0,4,101,5
Cc1ccc(NC(=O)CNC(=O)c2ccco2)c(Cl)c1,24,-7,4,8,-13,-1.4,5,6,100,-1
O=C1NC2(CCCCCC2)C(=O)N1Cc1ccc([N+](=O)[O-])cc1,17,-7,-3,-2,-2,-2.6,-2,14,109,2

# An excerpt from above in order of length of the SMILES, ascending:
SMILES,HTR5A inv ctr,HTR5A ag ctr,PKA-R2B activ,Arr AP2 block,PKA-R1A activ,MOR-DOR ag,V-ATPase pH,OPRM1-OPRD1 inv,Pemphigus Ab inh,DAGLB inh
Nc1nonc1C(=O)NCCNC(=O)c1ccccc1F,-8,3,-4,10,-16,-4.7,0,20,·,-2
O=C(CCCC(=O)c1ccccc1)NCCc1ccccc1F,-12,3,-2,-13,-6,-1.6,-2,7,111,-2
Cc1ccc(NC(=O)CNC(=O)c2ccco2)c(Cl)c1,24,-7,4,8,-13,-1.4,5,6,100,-1
CN(C)C(=O)c1cc(C(=O)Cc2ccccc2)c[nH]1,-23,6,-11,9,0,-1.9,-1,9,101,1
CC1=C(C(=O)OC(C)C)C(c2ccsc2)NC(=O)N1C (configuration not stated),-3,4,-8,25,-2,-1.9,1,10,98,2
CC(=O)Nc1ccc(NCc2ccc(-c3ccccc3)cc2)cc1,-13,4,3,13,-16,-2.0,0,10,133,2
COC(=O)C1CCN(c2ccc([N+](=O)[O-])cc2)CC1,-1,0,-11,7,-2,-0.6,-1,3,104,-1
COC(=O)c1cc(S(=O)(=O)NCc2ccc(Br)cc2)c[nH]1,-12,3,-18,19,-8,-1.2,-2,7,99,2
Fc1ccc(-c2cc3nc4c(c(N5CCOCC5)n3n2)CCCC4)cc1,-27,10,-11,-1,-8,2.6,-1,-16,82,-4
O=C1NC2(CCCCCC2)C(=O)N1Cc1ccc([N+](=O)[O-])cc1,17,-7,-3,-2,-2,-2.6,-2,14,109,2
COc1ccc([N+](=O)[O-])cc1N(CC(O)CN(CC(C)C)CC(C)C)S(=O)(=O)c1ccc(C)cc1 (configuration not stated),3,-1,-2,18,-11,-2.1,-4,12,99,-6
